Bioassay records: PubChem, National Center for Advancing Translational Sciences (NCATS)
Tau fibril ThT = blocks human tau fibril formation measured by thioflavin T; P10636; recombinant tau K18 P301L (four-repeat tau fragment), heparin-induced fibrillization, ThT fluorescence; Potency, µM (series often up to 57.4 µM), for inactives: top-dose activity, negative = inhibition, usual class: inhibitors; actives 2.1% (n = 270,000); AID 1460; further: nearly all actives have a fitted effect of over 55% in size
Target sequence (P10636 561-689 P618L limits assumed): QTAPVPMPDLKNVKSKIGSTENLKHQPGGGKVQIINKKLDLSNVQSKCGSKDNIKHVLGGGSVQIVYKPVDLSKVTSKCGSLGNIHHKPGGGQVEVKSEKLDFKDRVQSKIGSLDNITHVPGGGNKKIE
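In this qHTS, human K18 P301L tau is incubated with compound and heparin for 6 hr at 37 C, and Thioflavin T fluorescence then reports fibril load.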
TR SRC2 fluor cs = counter-screen for TRb-SRC2 inhibitors: fluorescence interference | TRb/SRC2 Texas Red total fluorescence interference | Potency, µM (top dose mostly 106 µM), without a hit: at the highest dose fluorescence change, negative = quenching | actives 0.29% (n = 280,000); active means well fitted curve in either direction with a large enough effect; inconclusive means small, poorly fitted or top-dose-only effect
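Human TRb ligand-binding domain at 0.6 uM with 20 nM Texas Red SRC2 peptide in Tris buffer containing 1 uM T3 and 5% DMSO, incubated with compound 5 h at ambient temperature. Total fluorescence (555/632 nm) calculated as parallel + 2 × perpendicular.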
KDM4E inh = JMJD2E (human) inhibition; actives 1.6% (n = 230,000); Potency, µM (series often up to 57.1 µM), without a hit: at the highest dose activity change, negative = inhibition, usual class: inhibitors; JMJD2E catalytic domain, FDH-coupled NADH fluorescence (FDH is formaldehyde dehydrogenase); B2RXH2; active means well fitted inhibition curve with a large enough effect, not every such curve was filed as active; inconclusive means small, poorly fitted or top-dose-only effect, or another doubt; inactive means no such curve, though single readings can be large or run the other way;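 further: 0% = wells with enzyme and -100% = buffer wells without enzyme; nearly all actives have a fitted effect of over 50% in size; many of its hits are not listed in these tables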
Target sequence (B2RXH2 1-337 limits assumed): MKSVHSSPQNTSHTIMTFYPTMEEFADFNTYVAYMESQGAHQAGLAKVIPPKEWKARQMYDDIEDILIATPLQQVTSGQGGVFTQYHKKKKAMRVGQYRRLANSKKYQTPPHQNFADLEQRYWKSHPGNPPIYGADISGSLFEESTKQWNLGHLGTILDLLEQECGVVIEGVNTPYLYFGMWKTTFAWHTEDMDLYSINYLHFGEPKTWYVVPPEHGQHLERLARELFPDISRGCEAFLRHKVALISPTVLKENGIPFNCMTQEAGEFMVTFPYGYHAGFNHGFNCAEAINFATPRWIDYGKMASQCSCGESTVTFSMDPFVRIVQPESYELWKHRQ
Tau fibril FP = blocks human tau fibril formation measured by polarization; AID 1468; actives 0.39% (n = 280,000); Potency, µM (titrated, usually from 57.7 µM), without a hit: top-dose activity, negative = inhibition, most hits filed as inhibitors; P10636; K18 P301L tau heparin fibrillization, Alexa594 FP, 6 h; further: nearly all actives have a fitted effect of over 55% in size
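Compound effects on tau fibrillization are measured by Alexa 594 fluorescence polarization (ex 555, em 632 nm). K18 P301L tau is used at 15 uM with 0.24 uM labeled tracer, and 20 uM heparin induces aggregation over 6 hr at 37 C.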
RECQ1 inh = inhibitors of human RECQ1 DNA helicase | RECQ1 DNA unwinding, red fluorescence kinetic read | Potency, µM (titrated, usually from 57.3 µM), without a hit: at the top dose activity, negative = inhibition, usual class: inhibitors | actives 0.54% (n = 240,000) | AID 2549;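 further: plate controls were vehicle for no effect and no enzyme for full effect; nearly all actives have a fitted effect of over 30% in size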
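RECQ1T1 50 nM; forked duplex (20 bp + 30-nt ss tails) 200 nM, ATP 2 mM final; pH 8.0, 2 mM MgCl2, 2.5 ug/ml poly(dI-dC); 15 min compound preincubation; discontinuous kinetic read over 2 h at RT.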
GoLoco inh red = inhibitors of human Gai1-RGS12 GoLoco interaction (red fluorophore). Gai1:RGS12 GoLoco peptide FP, rhodamine, 10 min. P63096. Potency, µM (top dose mostly 61.6 µM), for the others: at the top dose activity, negative = inhibition, hits mostly inhibitors. actives 0.44% (n = 230,000). AID 880; active means well fitted inhibition curve with a large enough effect, not every such curve was filed as active; inactive means no such curve, though single readings can be large or run the other way; further: nearly all actives have a fitted effect of over 30% in size; many of its hits are not listed in these tables
TRb SRC2 PPI = disrupts binding of human TR beta to SRC2; P10828; TRbeta-SRC2 peptide binding, fluorescence polarization; receptor liganded with 1 µM T3; Potency, µM (top dose mostly 106 µM), for the others: at the highest dose activity change, negative = inhibition, actives largely listed as inhibitors; actives 0.065% (n = 280,000); AID 1469;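 further: plate controls were bound peptide for no effect and peptide without receptor for full effect; nearly all actives have a fitted effect of over 50% in size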
Target sequence (P10828 whole entry, looked up): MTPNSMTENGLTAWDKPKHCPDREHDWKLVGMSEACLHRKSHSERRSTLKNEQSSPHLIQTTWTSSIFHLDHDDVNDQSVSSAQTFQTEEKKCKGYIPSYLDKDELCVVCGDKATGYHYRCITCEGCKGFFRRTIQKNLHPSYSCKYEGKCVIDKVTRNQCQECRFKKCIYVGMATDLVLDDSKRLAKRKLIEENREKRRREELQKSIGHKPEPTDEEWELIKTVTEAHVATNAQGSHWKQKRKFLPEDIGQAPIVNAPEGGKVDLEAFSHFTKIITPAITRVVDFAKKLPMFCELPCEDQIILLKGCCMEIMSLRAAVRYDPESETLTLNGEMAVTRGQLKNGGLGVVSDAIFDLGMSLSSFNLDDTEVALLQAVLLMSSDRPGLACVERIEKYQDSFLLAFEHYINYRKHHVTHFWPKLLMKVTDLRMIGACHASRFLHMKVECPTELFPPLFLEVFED
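Each compound concentration gave % activity, normalized to unbound and bound Texas Red SRC2 controls, from polarization read after 5 hr ambient incubation with T3-loaded human TRb LBD.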
L3MBTL1 inh = blocks human L3MBTL1. AlphaScreen L3MBTL1–H3K9me1 peptide binding. Q9Y468. Potency, µM (doses to about 57.1 µM), without a hit: top-dose activity, negative = inhibition, actives largely listed as inhibitors. AID 485360. actives 0.66% (n = 230,000); further: nearly all actives have a fitted effect of over 60% in size
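AlphaScreen assay: L3MBTL1 (50 nM final) was preincubated 30 min at room temperature with biotinylated H3(1-15)K9me1 peptide (75 nM final), then 30 min with library compounds; streptavidin donor and nickel chelate acceptor beads (10 ug/mL final) added, 30 min dark.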
* = called active by the depositor; i = inactive; u = inconclusive; x = not tested or not shown; [ ] = remark or other dose. Unless noted, the call rests on the fitted dose curve; in most records, active means well fitted curve in the direction sought with a large enough effect; inconclusive means small, poorly fitted or top-dose-only effect, or another doubt; inactive means no such curve, though single readings can be large; an effect the other way counts as inactive or inconclusive. Unless noted, on the % scale 0 is the no-effect control and ±100 the full control effect; potency means the concentration at half of the fitted maximal effect. Some of the compounds tested; rates above refer to the full screens.

mol	L3MBTL1 inh	RECQ1 inh	Tau fibril ThT	KDM4E inh	TRb SRC2 PPI	TR SRC2 fluor cs	Tau fibril FP	GoLoco inh red
COc1ccc(OC)c(-n2cc3c(=O)n(C)c(=O)n(C)c3c2)c1	-9%	-15%	u	u	-12%	0%	u	-61%
COc1ccccc1NC(=O)CC(NCCN(C)C)C(=O)O (stereo unspecified)	x	i	-2%	-1%	-2%	0%	5%	7%
COC(C[C@@H]1O[C@@H]1[C@@H](O)[C@@H](C)OCc1ccccc1)OC	x	i	8%	4%	-3%	-2%	-7%	3%
CCOC(=O)c1cc(OC(=O)c2cccc(F)c2)n(-c2ccccc2)n1	x	x	3%	x	-6%	u	6%	x
CCN(CC)c1ccc(-n2c(C)cc(C=O)c2C)cc1	x	-1%	u	-22%	-3%	0%	-5%	-5%
CC(=O)O/N=C(\N)c1ccc(-c2csnn2)cc1	3%	-9%	u	u	-2%	0%	5%	-11%
COc1ccnc(CS(=O)c2nc3ccc(OC(F)F)cc3[nH]2)c1OC (stereo unspecified)	x	i	25µM*	u	6%	-3%	u	2%
Cn1c(COc2cccc3cccnc23)nnc1SCC(=O)O	13%	i	3%	u	2%	-5%	3%	0%
O=C(CC1SC(=Nc2ccc3c(c2)OCCO3)NC1=O)Nc1ccc(F)cc1F (stereo unspecified)	-2%	-5%	-13%	-8%	-3%	1%	-4%	0%
COc1ccc(OC)c(CN2CCCC(CCC(=O)N(C)CCc3ccccn3)C2)c1 (stereo unspecified)	2%	i	7%	-8%	-3%	-3%	-8%	4%

Sorted by molar mass (rising): part of the list above
mol	L3MBTL1 inh	RECQ1 inh	Tau fibril ThT	KDM4E inh	TRb SRC2 PPI	TR SRC2 fluor cs	Tau fibril FP	GoLoco inh red
COc1ccccc1NC(=O)CC(NCCN(C)C)C(=O)O (stereo unspecified)	x	i	-2%	-1%	-2%	0%	5%	7%
O=C(CC1SC(=Nc2ccc3c(c2)OCCO3)NC1=O)Nc1ccc(F)cc1F (stereo unspecified)	-2%	-5%	-13%	-8%	-3%	1%	-4%	0%
COc1ccc(OC)c(CN2CCCC(CCC(=O)N(C)CCc3ccccn3)C2)c1 (stereo unspecified)	2%	i	7%	-8%	-3%	-3%	-8%	4%

Additional structures.
mol	L3MBTL1 inh	RECQ1 inh	Tau fibril ThT	KDM4E inh	TRb SRC2 PPI	TR SRC2 fluor cs	Tau fibril FP	GoLoco inh red
COCCn1c(=O)[nH]c2cc(C(=O)NCCc3ccc(OC)c(OC)c3)ccc2c1=O	1%	-6%	-24%	-10%	6%	1%	-8%	-2%
COc1ccc2oc(C)c(C(=O)Cn3ccnc3)c2c1	-1%[11.4 µM]	-2%	-2%	4%	5%	-5%	4%	1%
COc1cccc(NC(=O)Cn2c(=O)oc3cc(S(=O)(=O)N4CCCC4)ccc32)c1	x	-3%	x	-5%	-2%	0%	0%	2%
O=C1c2ccccc2NC(c2ccncc2)N1c1ccccn1 (stereo unspecified)	-6%	-7%	0%	u	-7%	-2%	0%	-4%
CCOC(=O)c1c(NC(=O)/C=C/C(=O)O)sc(C)c1-c1ccc(C(C)(C)C)cc1	-7%[11.4 µM]	u	u	-3%	u	-6%	u	11%
CCOC(=O)c1sc(=S)n(-c2ccccc2Cl)c1SC	24%	-21%	-14%	-1%	-5%	-5%	-2%	21%
CCOC(=O)c1c(NC(=O)c2ccco2)sc(C(=O)N2CCCC2)c1C	x	i	-19%	u	4%	-5%	4%	1%
C/C(=N\Nc1ccc([N+](=O)[O-])cc1)c1ccc(O)cc1	-22%	-3%	3.2µM*	-12%	-4%	-9%	13%	15%
CC1=C(C(=O)Nc2ccc(C)cc2C)C(c2ccccc2F)n2nc(SCC(=O)c3ccc(C)cc3)nc2N1 (stereo unspecified)	x	x	u	x	-18%	0.032µM*[quencher]	u	x
CCn1cc(C(=O)O)c(=O)c2cc(F)c(N3CCN(C(=S)NC(=O)c4ccc(F)cc4)CC3)cc21	12%	11%	-11%	u	-3%	-1%	10%	0%
CCC(NC(=O)NCc1ccccc1)(C(F)(F)F)C(F)(F)F	7%	-3%	-3%	14%	-18%	-4%	u	10%
COCCn1c(=NC(=O)CSC(C)=O)sc2cc(F)ccc21	x	i	-6%	-14%	-9%	-4%	1%	9%
CCOC(=O)c1cnc2ccc(C(=O)OC)cc2c1Nc1ccc(C(=O)O)cc1	4%	i	-8%	-11%	1%	0%	8%	7%
Cc1sc(NC(=O)CSc2nnc(-c3ccccc3)o2)c(C#N)c1C	0%	i	u	-1%	8%	1%	-4%	5%
Cc1ccc2c(c1)N(S(=O)(=O)c1ccc3c(c1)NC(=O)CC(=O)N3)CCO2	-1%	x	-6%	x	-3%	0%	1%	x
Cc1ccc(C(O)CSc2nnc(-c3ccc4ccccc4c3)n2C)cc1 (stereo unspecified)	-3%	-3%	u	-5%	-4%	-4%	3%	-47%
Cc1ccc2cc(CN(CC3CCCO3)C(=S)Nc3ccccc3)c(=O)[nH]c2c1 (stereo unspecified)	-5%	-8%	-4%	2%	-13%	1%	-1%	4%
CC(C)OC(=O)CSc1nc2ncccc2[nH]1	1%	-4%	-5%	-2%	5%	0%	-1%	-9%
Cc1ccc(Nc2nnc(SCC(=O)Nc3ccccc3[N+](=O)[O-])s2)cc1	-11%	1%	5%	-1%	3%	0%	2%	1%
CCCc1cc(C(=O)Nc2ccccc2C(=O)OC)no1	13%	i	-14%	9%	6%	1%	3%	-8%
Cc1ccc(-c2nc(C(=O)O)cs2)cc1	x	0%	-7%	0%	3%	0%	-5%	7%
COc1cc(CNCc2ccc(OC)c(OC)c2OC)cc(OC)c1	x	-10%	6%	u	4%	-2%	-4%	-12%
Cc1[nH]n(-c2ccccc2)c(=O)c1-c1ccc(Cl)cc1	x	i	u	-9%	-10%	0%	3%	-4%
CC(=O)c1ccc(OC(C)C)c(Cc2c(O)nc(N)[nH]c2=O)c1	-1%	-4%	2%	-9%	-5%	-4%	u	-1%
Cc1ccccc1CSc1nc2ccccc2c(=O)[nH]1	11%	-2%	-3%	-7%	-4%	-3%	0%	-9%
O=C(NNC(=S)NC(=O)c1cccs1)c1cccnc1	3%	-12%	-4%	1%	0%	-1%	8%	15%
Cc1ccc(C2C(C#N)=C(N)SC(N)=C2C#N)o1	-19%	-26%	14µM*	u	-4%	-11%	18µM*	81%[activator]
CCOC(=O)c1nnc(-c2cccs2)nc1Oc1ccccc1C(=O)OC	x	-6%	u	-10%	-3%	0%	6%	3%
CCOC(=O)c1c(C)c(-c2ccccc2)n(CC(=O)NCc2cccc(OC)c2)c1C	x	x	4%	x	-4%	3%	1%	x
Cc1ccc(NC(=O)C2Cc3ccccc3CN2C(=O)c2ccccc2)cc1Cl (stereo unspecified)	0%	-11%	-6%	-2%	-3%	0%	-2%	2%
COc1ccccc1/C=N/NC(=O)CC(=O)NC1CCCCC1	x	-3%	-1%	3%	2%	-7%	-2%	3%
COc1cccc(OC)c1C(=O)Nc1cccc(-c2cn3ccsc3n2)c1	x	x	-11%	x	-2%	-1%	-13%	x
COc1ccc(-n2cc(-c3ccccc3)c3c(NN4CCOCC4)ncnc32)cc1	x	-6%	-18%	1%	-8%	0%	4%	2%
Cc1cccc2c(=O)n3c(nc12)CCCCC3	x	-10%	-13%	2%	-5%	0%	2%	14%
CCc1ccc(-c2csc(NC(=O)c3cccnc3)n2)cc1	6%	i	-12%	-10%	-4%	-1%	10%	3%
Cc1nc(CCNS(=O)(=O)c2cccs2)cs1	5%	-6%	0%	-1%	5%	1%	-1%	0%
O=C(CSc1nnnn1-c1ccccc1)Nc1nc(-c2ccccc2)ns1	14%	i	-4%	-5%	1%	-3%	u	4%
CCOC(CNC(=O)Cc1c(C)nc2c(-c3ccccc3)c(C)nn2c1C)OCC	x	-6%	9%	-6%	-8%	1%	-3%	-1%
CC1=C(C(=O)NCc2ccccc2)C(c2cccs2)n2ncnc2N1 (stereo unspecified)	11%	i	-10%	11%	0%	-3%	2%	10%
COc1ccc(NC(=O)CN2C(=O)CSc3ccc(S(=O)(=O)N(C)C)cc32)cc1Cl	x	x	6%	x	2%	-2%	0%	x
COc1cccc(C(c2c(N)n(C)c(=O)n(C)c2=O)C(C)[N+](=O)[O-])c1 (stereo unspecified)	x	-5%	x	-1%	-1%	-1%	4%	57%[activator]
COc1cccc(NC(=O)Cn2c(=O)n(Cc3ccco3)c(=O)c3cc(OC)c(OC)cc32)c1	x	x	9%	x	-3%	2%	u	x
OC(c1ccccc1)(c1ccccc1)C1CCN(C(=S)NC2CCCC2)CC1	-4%	i	5%	-1%	-3%	0%	-4%	5%
Cn1c(SCC(=O)N2CCN(c3cccc(Cl)c3)CC2)nnc1-c1ccncc1	5%	-2%	-4%	7%	-7%	3%	9%	-4%
CCOC(=O)c1c(C)oc2cc(Br)c(OC(C)C(=O)OCC)cc12 (stereo unspecified)	96%[activator]	-4%	u	-11%	5%	-2%	u	7%
CCOc1ccccc1NC(=O)CSc1c(C)cnc2c1c(=O)n(C)c(=O)n2C	x	x	-14%	x	3%	0%	-11%	x
CC(=O)Nc1ccc(C(=O)Nc2ccc3c(c2)N(C2CCCC2)C(=O)c2ccccc2S3)cc1	x	x	13%	x	-8%	-4%	13µM*	x
O=C(NC12CC3CC(CC(C3)C1)C2)c1ccc(COc2ccc(Cl)cc2[N+](=O)[O-])o1	-8%	-11%	-15%	-1%	-2%	5%	12%	4%
NCCn1c(-c2ccccc2)cc(C(=O)O)c1-c1ccccc1F	-4%	-16%	-6%	u	0%	-1%	-3%	8%
O=C(COC(=O)c1ccc(Br)o1)Nc1cccc(S(=O)(=O)N2CCCCCC2)c1	x	-15%	-10%	-4%	0%	1%	u	-11%
